Mdm2 ligase inh: inhibitors of human Mdm2 E3 ubiquitin ligase | AID 1230 | signal enhancement, % at 5 µM | 210,000 tested, 0.11% active | cell-based MDM2 ubiquitination luciferase reporter, 2 h; 0 = plate control, 100 = twice control, blank-subtracted;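 active = signal enhancement of 30% or more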;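 note: luminescence tracks abundance of the self-degrading MDM2-luciferase fusion protein; higher signal means inhibition of MDM2 E3 ligase activity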
Target sequence (Q00987 whole entry, looked up, the tested form may be a part): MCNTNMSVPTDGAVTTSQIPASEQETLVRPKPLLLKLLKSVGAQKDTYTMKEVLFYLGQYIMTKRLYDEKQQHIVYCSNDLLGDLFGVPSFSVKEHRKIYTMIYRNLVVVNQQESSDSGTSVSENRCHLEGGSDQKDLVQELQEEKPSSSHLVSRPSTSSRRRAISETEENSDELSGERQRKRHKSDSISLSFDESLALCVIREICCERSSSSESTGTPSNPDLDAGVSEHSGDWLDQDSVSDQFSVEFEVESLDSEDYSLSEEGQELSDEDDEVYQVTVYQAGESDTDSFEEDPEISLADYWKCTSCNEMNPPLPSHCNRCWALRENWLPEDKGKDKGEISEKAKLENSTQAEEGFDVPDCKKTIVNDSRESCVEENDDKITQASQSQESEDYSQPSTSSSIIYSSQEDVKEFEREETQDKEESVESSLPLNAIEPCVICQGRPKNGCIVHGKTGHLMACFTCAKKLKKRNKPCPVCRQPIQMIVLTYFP
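Buffer or medium: Cells held in DMEM | Assay system: Stable mammalian line carrying autodegrading MDM2–luciferase fusion reporter | Quantity: 2000 cells/well | Times: 4 h settle plus 2 h compound, 37 °C | Doses: One concentration, 5 µM, with 0.2% DMSO | Technique: Luminescence with SteadyLite reagent, 15 min at room temperature | Benchmarks: Plate controls and plate blanks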
p97 ATPase inh: human p97 ATPase inhibition. P55072. recombinant p97 ATPase, Kinase-Glo ATP luminescence, 3 h. inhibition, % at 8 µM. 220,000 tested, 0.42% active. AID 1481; in the data active = inhibition above about 15%;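 note: 0% = DMSO vehicle and 100% = wells lacking enzyme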
NPY2 pot ag: human NPY-Y2 potentiation or agonism, primary screen. 220,000 tested, 0.45% active. P49146. activation, % at 3.6 µM. cells expressing NPY-Y2, potentiator/agonist read-out. AID 1359; in the data active = activation above about 27%;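 note: cells stimulated with NPY near EC25 plus isoproterenol at EC100; 0% = vehicle plus submaximal agonist and 100% = vehicle plus saturating agonist; some results beyond the cut were filed as inactive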
RBBP9 inhibitor: inhibitors of human serine hydrolase RBBP9; O75884; recombinant RBBP9, FP-Rh probe fluorescence polarization; inhibition, % at 7.94 µM; 220,000 tested, 0.2% active; AID 1515;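 active = inhibition above the campaign mean of all tested compounds plus 3 SD, cut at about 14% in these data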;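 note: plate controls were DMSO wells with RBBP9 for no effect and wells lacking RBBP9 protein for full effect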
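system = RBBP9 protein | input = RBBP9 at 2.5 µM in dispensed solution, before mixing | measured by = fluorescence polarization (mP), excitation 525 nm, emission 598 nm | incubation = enzyme-compound preincubation 30 min, then probe labeling 45 min, 25 °C | buffer or medium = Tris-NaCl-Pluronic buffer, pH 8.0 | compound = single dose 7.94 µM | also added = FP-Rh probe, 375 nM dispensing solution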
Hck-Nef inh: blocks Nef-activated human Hck kinase. inhibition, % at 20 µM. AID 463187. 220,000 tested, 0.68% active. Recombinant Hck-YEEI plus Nef, Z-Lyte FRET kinase assay. P08631;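 active = Hck-Nef kinase inhibition above about 50%, limit read from the data; inactive = inhibition below that limit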;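 note: 0% = DMSO with Hck plus Nef and 100% = Hck alone without Nef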
Runt-SMMHC FRET: Runt domain-CBFb-SMMHC interaction inhibition. Q01196+Q13951. Cerulean-Runt/Venus-CBFb-SMMHC FRET ratio 530/480, 1 h. inhibition, % at 20 µM. 220,000 tested, 0.74% active. AID 1434;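 active = mean inhibition across duplicate retests at 20 µM reaching about 50%, limit read from the data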;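 note: 0% = DMSO wells and 100% = wells with excess untagged CBFb-SMMHC; inhibitors lower the FRET ratio by blocking Runt binding to CBFb-SMMHC; some results filed as inactive read as strong as hits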
NPY-Y1 PAM-ag: potentiates or activates human NPY-Y1 receptor | activation, % at 3.6 µM | NPY-Y1 expressing cells, potentiator/agonist activation | 220,000 tested, 0.37% active | P25929; in the data active = activation above about 33%, passing the limit was not always enough;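 note: cells stimulated with NPY at EC10 then isoproterenol at EC100; 0% = low agonist plus stimulus and 100% = saturating agonist plus stimulus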
Target sequence (P25929 whole entry, looked up): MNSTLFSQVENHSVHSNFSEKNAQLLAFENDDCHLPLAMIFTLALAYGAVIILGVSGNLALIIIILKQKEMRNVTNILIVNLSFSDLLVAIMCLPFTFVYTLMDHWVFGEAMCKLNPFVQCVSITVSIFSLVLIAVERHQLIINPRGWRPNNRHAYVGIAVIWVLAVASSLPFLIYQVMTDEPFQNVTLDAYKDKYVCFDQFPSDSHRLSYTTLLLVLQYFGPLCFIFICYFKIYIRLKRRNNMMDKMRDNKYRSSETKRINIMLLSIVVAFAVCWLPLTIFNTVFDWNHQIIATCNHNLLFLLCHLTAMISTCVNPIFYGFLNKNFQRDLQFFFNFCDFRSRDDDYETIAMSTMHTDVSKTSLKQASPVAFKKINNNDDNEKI
Runt-CBFb FRET: inhibitors of human RUNX1 Runt domain binding to CBFb; Cerulean-Runt/Venus-CBFb FRET ratio 530/480, 1 h; Q01196+Q13951; inhibition, % at 20 µM; 220,000 tested, 0.46% active; AID 1496;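 active = inhibition over about 50% at 20 µM in the single-dose screen, limit read from the data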;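 note: 0% = DMSO wells and 100% = excess unlabeled CBFb competitor control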
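System: Cerulean-labeled Runt domain protein | Quantity: 100 nM of each labeled protein | Schedule: 1 h compound exposure, room temperature | Detection: Fluorescence energy transfer, 422 nm excitation, 530/480 nm emission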
NPY Y1 blocker: antagonists of human neuropeptide Y receptor Y1 | P25929 | HEK293-CNG Y1 cells, membrane potential fluorescence; NPY at EC95, then isoproterenol | inhibition, % at 3.6 µM | 200,000 tested, 1% active | AID 1040;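 active = inhibition above the campaign mean inhibition of all tested compounds plus 3 SD, cut at about 20% in these data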;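 note: 0% = DMSO wells given NPY plus isoproterenol and 100% = isoproterenol alone without NPY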
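Material: HEK293 Y1/CNG channel cell line; also added: NPY (25 nM), isoproterenol (1 µM), Ro 20-1724 (25 µM); doses: one concentration, 3.6 µM, in 0.4% DMSO; schedule: compound incubation 1 h at room temperature, readout 45 min post-stimulation; technique: membrane potential fluorescence; measure: fluorescence ratio normalized to % inhibition between controls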
The depositor's hits bear a star; · = no result given.

SMILES	Mdm2 ligase inh	p97 ATPase inh	NPY2 pot ag	RBBP9 inhibitor	Hck-Nef inh	Runt-SMMHC FRET	NPY-Y1 PAM-ag	Runt-CBFb FRET	NPY Y1 blocker
CCN1C(=O)C2C(c3cccc(F)c3)NC(C)(C(=O)OC)C2C1=O (stereo unspecified)	-7	5	10	3	2	0	11	2	-1
O=C(Nc1nc2ccccc2s1)c1ccccc1	-42	1	0	-5	3	-6	14	-4	2
CC(=O)Nc1ccc(S(=O)(=O)NCCC(=O)OCCN2C(=O)c3ccccc3C2=O)cc1	1	4	8	-4	0	1	-14	-1	-6
O=C(CN1C(=O)c2cccc3cccc1c23)Nc1ccc2c(c1)OCO2	0	-2	-10	-6	0	-12	-28	-12	5
O=C(NCc1ccco1)c1sc2cccc(F)c2c1Cl	-7	-2	-9	-1	8	-3	-18	2	9
O=C(Nc1cccc(-c2cnc3ccccc3n2)c1)c1ccco1	-13	3	-1	4	17	-6	-33	1	7
CC1CC1C(=O)Nc1nc(-c2ccc(Cl)s2)cs1 (stereo unspecified)	1	-1	-2	-11	15	-4	8	2	25*
O=C1NC(=S)N/C1=C\c1ccc(N2CCOCC2)cc1	-3	8	5	-1	24	-145	12	-34	6
CC(C)(C)Nc1nc(OCC(F)(F)F)nc(OCC(F)(F)F)n1	-11	1	-7	-3	1	-2	9	-2	6
CCC1(C)Cc2nc3[nH]c(=S)n(-c4ccc(C)cc4)c(=O)c3cc2CO1 (stereo unspecified)	-6	-2	-3	-8	0	2	-19	0	2
Cc1c(C(=O)Nc2c(C)n(C)n(-c3ccccc3)c2=O)oc2ccccc12	-17	6	8	4	-1	0	4	0	-4
CCCc1c(O)nc(SCC(=O)NCc2ccco2)[nH]c1=O	-2	0	-1	-2	3	3	4	3	2
N#C/C(=C\c1cccc(Oc2ccccc2)c1)C(=O)N1CCOCC1	-9	4	-8	-4	16	2	-3	0	8
COc1cc2c(cc1NC(=O)c1cccnc1)oc1ccccc12	-9	4	6	-6	5	-1	18	2	-1
CCOc1ccc(C(C)=O)cc1COC(=O)c1cccnc1SC	-10	-5	-16	-4	24	1	-26	-1	15
COc1cc(S(=O)(=O)N2CCN(c3ccc(F)cc3)CC2)ccc1Cl	10	-1	11	-4	1	0	11	4	-9
CC(NC(=S)Nc1ccccc1OC(F)F)C(C)(C)C (stereo unspecified)	-7	5	-3	-4	1	0	12	-2	-5
C(=C\c1ccccc1)/CN1CCN(c2ncnc3c2oc2ccccc23)CC1	-24	-10	-26	-1	0	0	6	-6	26*
O=c1c2ccccc2nc(SCc2cc(F)ccc2F)n1C1CCCC1	-2	1	-5	-10	2	-6	17	-3	-7
COc1ccc(/C=N/Nc2nc3ccccc3c(=O)n2-c2ccccc2)cc1OC	-10	-8	8	-8	1	2	-10	-2	0

Ordered by count of non-hydrogen atoms (lowest first): 7 of the compounds above.
SMILES	Mdm2 ligase inh	p97 ATPase inh	NPY2 pot ag	RBBP9 inhibitor	Hck-Nef inh	Runt-SMMHC FRET	NPY-Y1 PAM-ag	Runt-CBFb FRET	NPY Y1 blocker
CC(NC(=S)Nc1ccccc1OC(F)F)C(C)(C)C (stereo unspecified)	-7	5	-3	-4	1	0	12	-2	-5
COc1cc2c(cc1NC(=O)c1cccnc1)oc1ccccc12	-9	4	6	-6	5	-1	18	2	-1
COc1cc(S(=O)(=O)N2CCN(c3ccc(F)cc3)CC2)ccc1Cl	10	-1	11	-4	1	0	11	4	-9
O=c1c2ccccc2nc(SCc2cc(F)ccc2F)n1C1CCCC1	-2	1	-5	-10	2	-6	17	-3	-7
Cc1c(C(=O)Nc2c(C)n(C)n(-c3ccccc3)c2=O)oc2ccccc12	-17	6	8	4	-1	0	4	0	-4
C(=C\c1ccccc1)/CN1CCN(c2ncnc3c2oc2ccccc23)CC1	-24	-10	-26	-1	0	0	6	-6	26*
COc1ccc(/C=N/Nc2nc3ccccc3c(=O)n2-c2ccccc2)cc1OC	-10	-8	8	-8	1	2	-10	-2	0

Other records follow.
SMILES	Mdm2 ligase inh	p97 ATPase inh	NPY2 pot ag	RBBP9 inhibitor	Hck-Nef inh	Runt-SMMHC FRET	NPY-Y1 PAM-ag	Runt-CBFb FRET	NPY Y1 blocker
COc1ccccc1C(=O)NC1CCN(C(=S)NCCc2ccccc2)CC1	-6	0	-16	-7	20	2	2	-1	-2
CN(C)c1nc(C(F)(F)F)cc(=O)[nH]1	1	0	-3	7	6	-1	13	2	-2
Cc1ccc(NC2CC(=O)N(c3ccc(C)cc3)C2=O)cc1 (stereo unspecified)	-16	1	5	1	2	-4	-2	-2	3
CC(Cc1cccs1)NC(=S)Nc1ccc(Cl)cc1 (stereo unspecified)	-3	1	14	-5	0	2	24	-3	-3
CCN(CC)CCC(c1ccc(OC)cc1)c1c(O)cc(OC)cc1OC (stereo unspecified)	0	·	·	·	28	-2	·	0	·
CCOc1ccc(NS(=O)(=O)c2ccc(OC)c(C)c2)cc1	-7	2	-8	3	-5	2	6	1	0
CN(C)S(=O)(=O)c1cccc(NC(=S)N/N=C/c2ccco2)c1	-9	5	2	-6	16	2	9	6	·
Cc1nn2c3ccccc3nc2c2ccccc12	-5	0	-2	0	1	0	-3	2	2
CCOC(=O)C(NC(C)=O)(Nc1cccc(F)c1)C(F)(F)F (stereo unspecified)	-5	-5	5	4	0	-1	9	0	0
CS(=O)(=O)N(CC(=O)Nc1ccc2c(c1)OCCO2)c1ccc2c(c1)OCO2	-10	5	-3	-1	0	0	4	1	-1
CC(C)c1csc(CN2CCC(N3CCC(C(=O)NCC4CCCO4)CC3)CC2)n1 (stereo unspecified)	-4	-5	-14	-8	20	2	-23	1	8
CC1(C)CC2CC(C)(CN2c2ncnc3ccccc23)C1 (stereo unspecified)	-8	0	14	-6	5	1	17	1	-2
CN(C(=O)c1ccc2c(Cl)c3c(nc2c1)CCC3)c1ccccc1	·	-12	-6	-11	-9	3	-5	-2	0
CCOCCCNC(=O)c1c[nH]c2cc(C)ccc2c1=O	-60	5	0	3	0	-9	17	-2	6
Cn1c(=O)c2c(ncn2CC(=O)OCC(=O)NCc2ccccc2Cl)n(C)c1=O	2	-3	1	-6	2	3	-7	2	2
Cc1cccc(-n2nnnc2SCC(=O)NCCN2C(=O)CSC2=O)c1	-17	-2	-7	-10	0	175	-2	-2	-3
CCOC(=O)N1CCC(NS(=O)(=O)c2ccc(NC(C)=O)c(Cl)c2)CC1	-16	1	19	-4	6	-2	10	0	·
O=C(NCCN=C1NS(=O)(=O)c2ccccc21)c1ccc(S(=O)(=O)N2CCOCC2)cc1	3	5	-3	-4	11	-6	-14	1	3
COc1ccc(NC(=O)C(=O)NCCC2=CCCCC2)c(OC)c1	-6	0	3	0	2	-3	-9	-5	-2
Cn1cccc1/C=N/NC(=O)c1ccc(OC(F)(F)C(F)F)cc1	0	8	0	-6	5	0	-11	-4	3

Five entries from above, with two lines to a compound:
Each structure is followed by: Mdm2 ligase inh	p97 ATPase inh	NPY2 pot ag	RBBP9 inhibitor	Hck-Nef inh	Runt-SMMHC FRET	NPY-Y1 PAM-ag	Runt-CBFb FRET	NPY Y1 blocker
- Cn1c(=O)c2c(ncn2CC(=O)OCC(=O)NCc2ccccc2Cl)n(C)c1=O
→ 2	-3	1	-6	2	3	-7	2	2
- Cc1cccc(-n2nnnc2SCC(=O)NCCN2C(=O)CSC2=O)c1
→ -17	-2	-7	-10	0	175	-2	-2	-3
- CCOC(=O)N1CCC(NS(=O)(=O)c2ccc(NC(C)=O)c(Cl)c2)CC1
→ -16	1	19	-4	6	-2	10	0	·
- O=C(NCCN=C1NS(=O)(=O)c2ccccc21)c1ccc(S(=O)(=O)N2CCOCC2)cc1
→ 3	5	-3	-4	11	-6	-14	1	3
- COc1ccc(NC(=O)C(=O)NCCC2=CCCCC2)c(OC)c1
→ -6	0	3	0	2	-3	-9	-5	-2

Later entries.
SMILES	Mdm2 ligase inh	p97 ATPase inh	NPY2 pot ag	RBBP9 inhibitor	Hck-Nef inh	Runt-SMMHC FRET	NPY-Y1 PAM-ag	Runt-CBFb FRET	NPY Y1 blocker
Cc1cc(C)n(CC(=O)N2c3ccccc3Sc3ccc(C(F)(F)F)cc32)n1	-3	4	4	8	8	3	-22	-4	-2
CC(C)(C)OC(=O)[C@H](Cc1ccccc1)NC(=O)c1nc[nH]c1C(=O)N[C@@H](Cc1ccccc1)C(=O)OC(C)(C)C	24	·	·	·	30	1	·	-2	·
N#C/C(=C\C=C\c1ccccc1[N+](=O)[O-])C(=O)NC1CCCCC1	-8	3	-5	3	9	3	0	-1	5
COc1ccc2c(C)cc3n[nH]c(=S)n3c2c1	-11	4	-18	-8	-12	19	-9	6	·
COc1ccc(N2CCN(C(=O)c3ccc(NS(=O)(=O)c4ccc(F)c(F)c4)cc3)CC2)cc1	-4	-6	7	-1	4	3	-15	0	2
O=C(Cn1nc(-c2ccccc2F)ccc1=O)NCc1ccc2c(c1)OCO2	-16	-1	-29	-10	1	-3	-14	-3	4
O=C(NC1CCN(Cc2ccccc2)C1)c1cc(COc2ccc(F)cc2F)on1 (stereo unspecified)	-19	1	-3	1	-6	-8	-2	-2	7
O=C(Nc1nccs1)c1ccc([N+](=O)[O-])cc1	-25	4	-15	2	1	-7	6	3	·

An unsorted share of the library, and some 3.5% of all compounds hit somewhere here.
